SRC1 TRFRET art = flags TR-FRET format artefacts in PPARgamma SRC-1 recruitment agonist screen; 0.34% of 99,000 active; TR-FRET ratio at 8 µM; TR-FRET detection artefact counter-screen, emission ratio; active compounds read high; in the data active = TR-FRET ratio above about 2300; note: inactives centre near 1800; reference of the scale not given here
SRC3 TRFRET art = counter-screen for PPARgamma SRC-3 recruitment agonists: TR-FRET artefact. PPARgamma/SRC-3 format; active compounds read high. TR-FRET ratio at 8 µM. 0.39% of 99,000 active. AID 1048; in the data active = TR-FRET ratio above about 2000; note: inactives centre near 1600; reference of the scale not given here
The depositor's hits bear a star.

Compound,SRC1 TRFRET art,SRC3 TRFRET art
COc1ccc(NC(=O)CC2C(=O)N(c3ccc(OC)cc3)C(=O)N2Cc2ccc(OC)c(OC)c2)cc1 (centres undefined),1658,1455
CC(=O)c1sc(N/N=C\c2ccc(Br)cc2)nc1C,1903,1686
CCOC(=O)/C(C(=O)Nc1ccccc1Br)=C1/NC(C)(C)Cc2ccccc21,1947,1563
O=c1[nH]c2ccc(F)cc2[nH]c1=O,2042,1596
O=C(Oc1cccc(NC2=NS(=O)(=O)c3ccccc32)c1)c1cccnc1,1865,1561
Clc1cccc(/C(Cc2nc3ccccc3[nH]2)=N\Nc2ccccc2)c1,1960,1892
COc1ccccc1CNC(=O)c1ccccc1OCc1ccc(F)cc1,1869,1630
CCN(CC)CCOC(=O)c1ccc(NC(=O)c2ccc(Cl)c(S(=O)(=O)N3CCCCCC3)c2)cc1,1698,1722
O=[N+]([O-])c1cc(/C=N/n2cnnc2)ccc1N1CCCC1,1617,1518
OCCN(CCO)c1nc(N2CCCCC2)c2nc(N(CCO)CCO)nc(N3CCCCC3)c2n1,1904,1696
COc1ccccc1NC(=O)Cc1nc(CCl)cs1,1858,1682
COC(=O)C(C(=O)Nc1cccc(Cl)c1C)C1CCCC1 (centres undefined),1614,1420
CCOC(=O)N1CCN(C(=O)CSc2ccc(-c3ccccc3OC)nn2)CC1,1685,1614
Cc1ccc(C2=NC3(CCCC3)NC2=S)cc1,1784,1788
CCOC(=O)C(NCCc1ccccc1F)(NC(=O)CC)C(F)(F)F (centres undefined),1868,1549
CCn1c(C(C)C)n[nH]c1=S,1936,1514
O=C(NC(Cc1c[nH]c2ccccc12)C(=O)O)c1ccc(F)cc1 (centres undefined),1736,1610
Cc1cnc(NC2=NCCC2)s1,1755,1536
CCOc1cccc(/C=C/C(=O)O)c1,2075,1348
Cc1ccc(-n2c3nc(=O)[nH]c(=O)c-3cc3cc([N+](=O)[O-])ccc32)cc1C,1922,1531
COC(=O)c1ccc(NC(=O)Nc2ccccc2C)cc1,1790,1734
O=S1(=O)CC(O)C(NCCO)C1 (centres undefined),1630,1589
Cc1ccc(C(=O)N2CCN(c3ccc(NC(=O)CSc4ccc(Cl)cc4)cc3)CC2)cc1,1884,1509
CCCn1c(SCCc2ccccc2)nc2c1c(=O)[nH]c(=O)n2C,1480,1519
COc1ccc(/C=N/NC(=O)CNC(=O)c2ccc(S(=O)(=O)N3CCCC3)cc2)c(OC)c1,1925,1697
COc1ccc(Nc2nnc(-c3ccc(C)cc3)c3ccccc23)cc1C(=O)N1CCCCC1,1732,1523
CN(C)C(=O)COC(=O)c1ccccc1Nc1ccc(SC(F)F)cc1,1849,1597
CC(=O)NC1=NN(C(C)=O)C(c2ccccn2)S1 (centres undefined),1799,1452
CCC(C(=O)NCc1ccccc1OC)c1ccccc1 (centres undefined),1983,1514
CC(C)Oc1ccc(/C(O)=C2/C(=O)C(=O)N(CCCn3ccnc3)C2c2cccnc2)cc1 (centres undefined),1453,1626
Cc1ccc(C2=NN(C(=O)CCCC(=O)O)C(c3ccco3)C2)cc1 (centres undefined),1538,1391
c1ccc2c(c1)ncn2-c1ccc(-c2ccnc3ncnn23)cc1,1765,1555
Cc1ccccc1C1CC(c2cccs2)=NN1S(C)(=O)=O (centres undefined),1788,1341
COC(=O)c1cccnc1-n1c(=O)c2cccnc2n(Cc2cccc([N+](=O)[O-])c2)c1=O,1570,1438
CCC1(c2ccccc2)NC(=O)N(Cc2cccc([N+](=O)[O-])c2)C1=O (centres undefined),1684,1523
CCCOC(=O)CCCCC1SCC(NC(=O)OC)C1NC(=O)OC (centres undefined),1786,1851
Cc1ccccc1OCC(=O)NC(=S)Nc1ccc(N2CCCC2)cc1,1889,1437
COc1ccc(C(=O)C2CCCN(C(=O)c3ccc4cc[nH]c4c3)C2)c(C)c1 (centres undefined),1808,1621
CCOC(=O)c1sc(NC(=O)c2ccncc2)c(C#N)c1C,1739,1472
COc1ccc2c(COC(=O)CCS(=O)(=O)c3ccccc3)cc(=O)oc2c1,1564,1755
CC(C)CNC(=O)CN(C)S(=O)(=O)c1ccc(F)cc1,1829,1783
COc1ccc(C(=O)OCCCN(C)C)cc1OC,1763,1577
Cc1cc2ncc(S(=O)(=O)C(C)(C)C)c(N)n2n1,2104,1704
O=C1CN(C(=O)/C=C/c2ccccc2F)c2ccccc2N1,1769,1522
O=C(COC(=O)c1ccccc1C(=O)N1CCN(c2ccccc2)CC1)NCc1ccccc1,1733,1569
CCOc1ncccc1C(=O)Nc1cccc(-c2nnc3n2CCCCC3)c1,2017,1643
CCCCC(=O)Nc1ccc(C(=O)Nc2cc(C(F)(F)F)ccc2Cl)cc1,2014,1633
COc1cc(Cl)ccc1NC(=S)N(CCN1CCOCC1)C1CCN(C(C)=O)CC1,1992,1728

Quoted from above for reference:
Compound,SRC1 TRFRET art,SRC3 TRFRET art
CCCCC(=O)Nc1ccc(C(=O)Nc2cc(C(F)(F)F)ccc2Cl)cc1,2014,1633
COc1cc(Cl)ccc1NC(=S)N(CCN1CCOCC1)C1CCN(C(C)=O)CC1,1992,1728

Entries of single compounds from above. Values in the order: SRC1 TRFRET art, SRC3 TRFRET art
Shown for `O=C1CN(C(=O)/C=C/c2ccccc2F)c2ccccc2N1` : 1769, 1522
Shown for `Cc1ccccc1OCC(=O)NC(=S)Nc1ccc(N2CCCC2)cc1` : 1889, 1437

The listing picks up, repeating the 2 entries before the break.
Compound,SRC1 TRFRET art,SRC3 TRFRET art
CCCCC(=O)Nc1ccc(C(=O)Nc2cc(C(F)(F)F)ccc2Cl)cc1,2014,1633
COc1cc(Cl)ccc1NC(=S)N(CCN1CCOCC1)C1CCN(C(C)=O)CC1,1992,1728
C/C(=N\NC(=O)Cc1cccc2ccccc12)c1ccncc1,1690,1392
COc1ccc2sc(SCCCS(=O)(=O)O)[n+](CCCS(=O)(=O)[O-])c2c1,1733,1730
O=C1SC(SC(=Nc2ccccc2)Nc2ccccc2)C(=O)N1c1ccccc1 (centres undefined),2059,1571
Cc1nc2ccccc2n1CC(O)COc1ccc(Br)cc1 (centres undefined),1735,1582
CCCCCC(=O)Nc1ccc2ccccc2c1,1667,1687
O=S(=O)(c1ccccc1)c1ncc(C(F)(F)F)cc1O,1877,1467
CC(C)=CCN1CCN(Cc2cnc(N3CCOCC3)s2)CC1CCO (centres undefined),1763,1775
Cc1ccnc2nc(C(=O)NC3CCCc4ccccc43)nn12 (centres undefined),1913,1713
CN1CCC(N(C)C(=O)CCc2nc3ccccc3n2-c2ccccc2)CC1,1798,1545
Cc1ccccc1NS(=O)(=O)c1ccc2c(c1)NC(=O)CO2,1745,1530
O=C(Nc1cccc(O)c1)c1ccc(C(F)(F)F)cc1,1564,1853
Cc1cc(C(=O)NCCN2C(=O)S/C(=C\c3cccs3)C2=O)ccc1[N+](=O)[O-],2048,1613
CCNC(=S)Nc1cccc([N+](=O)[O-])c1,1835,1550
CCN(CC)CCCNc1cc(C)nc2cc(-c3cccs3)nn12,1638,1441
COc1ccc(Nc2nc(N)nc(CSC(=S)N3CCC(C)CC3)n2)cc1,1693,1455
Cc1nn(CC(=O)Nc2cccnc2)c(C)c1[N+](=O)[O-],1776,1404
COc1cc(/C=C/C(=O)O)ccc1OCc1ccc([N+](=O)[O-])cc1,1686,1634
CCOC(=O)C1=C(C)N=C2SCCC(=O)N2C1c1ccc(OC)cc1 (centres undefined),1620,1389
CC(=O)OCC(=O)[C@H]1CC[C@H]2[C@@H]3CC=C4C[C@@H](O)CC[C@]4(C)[C@H]3CC[C@]12C,1726,1616
CN(C)c1ccc(NC(=O)CC(NCc2ccccn2)C(=O)O)cc1 (centres undefined),1711,1429
Cc1c(F)cccc1NS(=O)(=O)c1ccc2c(c1)NC(=O)CO2,1734,1552
CN(/N=C/c1ccc(C(C)(C)C)cc1)C1=NCCN1,1774,1797
CC1=CC(C)C(C(=O)O)C(C(=O)N2CCN(C)CC2)C1 (centres undefined),1811,1763
COc1ncccc1-c1nnn(-c2ccc(Cl)c(Cl)c2)n1,1714,1574
Cn1c(=O)c2c(ncn2CC(=O)OCC(=O)Nc2cccc(Cl)c2)n(C)c1=O,1617,1407
Cc1cccc(N2C(=O)C3CC3C2=O)c1 (centres undefined),1812,1538
CN(Cc1nccn1C)C(=O)CCc1nnc(CCC2CCCCC2)o1,1790,1588
COc1ccc(-c2nc3ccccc3c(=O)n2NC(=O)c2cccnc2Cl)cc1OC,1516,1509
O=[N+]([O-])c1ccc(NC(=S)NCC(c2cccnc2)N2CCOCC2)cc1 (centres undefined),1634,1314
CC(C)(C)NC(=O)C[n+]1ccc(C(N)=O)cc1,1889,1558
Cc1cc2ccccn2c1C(=O)Nc1cccc(Cl)c1,2114,1719
O=c1ccn(-c2ccccc2)[nH]1,1983,1591
O=C(NCCCn1ccnc1)C(=O)NCC(c1cccnc1)N1CCN(c2ccc(F)cc2)CC1 (centres undefined),1879,1690
CC(C)Oc1cc(S(=O)(=O)N2CCCCC2)ccc1N,1706,1582
CC1CCCC(C)N1C(=O)COC(=O)CCc1nc2ccccc2c(=O)[nH]1 (centres undefined),1820,1600
COC(=O)C1=CN(C2CC2)C=C(C(=O)OC)C1c1ccc(C(=O)OC)cc1,2020,1630
COc1ccc(NC(=O)c2cccc(S(=O)(=O)Nc3ccc(Br)cc3)c2)cn1,1674,1658
O=C(CSC1=N/C(=C/c2ccco2)C(=O)N1c1ccc(OC(F)F)cc1)NC1CCS(=O)(=O)C1 (centres undefined),1778,1370
CCN(CC)c1ccc(/C=N/NC(=O)C(O)(c2ccccc2)c2ccccc2)o1,1709,1521
Cc1sc2nc(C(C)C)nc(SCC(=O)N3c4ccccc4CC3C)c2c1C (centres undefined),1847,1462
c1ccc(-c2csc(Nc3cccnc3)n2)cc1,1776,1742
CC1(CCc2ccccc2)NC(=O)N(Cc2cc([N+](=O)[O-])cc3c2OCOC3)C1=O (centres undefined),2080,1643
COc1cc(/C=N/Nc2ccc(C(=O)O)cc2)ccc1O,1504,1573
NC(=O)c1cc(NC(=O)c2cc(Br)c(Br)s2)cc(C(N)=O)c1,1949,1452
CC(C)=CCC/C(C)=C/Cc1c(O)ccc(C(=O)/C=C/c2ccc(O)cc2)c1O,1829,1534
COc1cc2c(cc1OC)CN(C(=O)c1ccc3nc[nH]c3c1)CC2,1854,1534
COc1ccc(S(=O)(=O)CCC(=O)N2CCN(c3ccccc3F)CC2)cc1,1607,1453
NC(=O)N/N=C/c1cc(Br)ccc1OC(=O)c1ccccc1,2038,1701

3 structures already listed, ordered by SMILES length, descending:
Compound,SRC1 TRFRET art,SRC3 TRFRET art
O=C(CSC1=N/C(=C/c2ccco2)C(=O)N1c1ccc(OC(F)F)cc1)NC1CCS(=O)(=O)C1 (centres undefined),1778,1370
COc1cc2c(cc1OC)CN(C(=O)c1ccc3nc[nH]c3c1)CC2,1854,1534
COc1cc(/C=N/Nc2ccc(C(=O)O)cc2)ccc1O,1504,1573

Continued.
Compound,SRC1 TRFRET art,SRC3 TRFRET art
CCc1ccc(OC(C)c2nnc(SCC(=O)Nc3ncccc3C)n2C)cc1 (centres undefined),1602,1499
CC(C)C(=O)Nc1ccc(C(=O)N/N=C/c2cc(Br)cc(Br)c2O)cc1,1713,1615
FC(F)Oc1ccc(NC(=S)NCc2cccnc2)cc1,1804,1560
COc1ccc(C(C(=O)NC2CCCCC2)N(C(=O)c2sc(C)nc2C)c2ccccc2)cc1 (centres undefined),1941,1565
Cc1ccc(-c2cc(C(F)F)nc(NCc3cccs3)n2)cc1,1862,1547
O=S(=O)(NCC(Nc1ccccc1)c1ccccc1)c1ccc(Cl)cc1 (centres undefined),1612,1575
FC(F)(F)c1ccc(Cl)c(N/N=C/c2ccc(N3CCOCC3)s2)c1,1899,1718
CC(=O)Nc1cccc(-c2csc(Nc3ccc(Cl)cn3)n2)c1,2097,1498
C=C(C)Cn1c(C(C)NC(=O)CCC)nc2ccccc21 (centres undefined),1378,1612
NC(=O)N/N=C/c1ccc(OCc2cccc(Cl)c2)cc1,1633,1590
NC(=O)C(=O)N/N=C1\CCc2ccccc21,1641,1386
O=C(N/N=C/c1ccncc1)c1cccc(NC(=O)c2ccc(Cl)cc2)c1,1864,1500
CCOc1ccc(/C=N/NC(=O)c2c(-c3ccccc3)noc2C)cc1,1978,1745
Cc1c(OCc2ccc([N+](=O)[O-])cc2)ccc2c3c(c(=O)oc12)CCC3,1938,1393
O=C(CCS(=O)(=O)c1ccccc1)Nc1ccc(-c2nc3ccccc3s2)cc1,2139,1991
Cc1ccccc1CN1C[C@@H]2C[C@@H](c3cn[nH]c3-c3ccc(F)cc3)N3CCC[C@@]23C1=O,1733,1665

Source: PubChem BioAssay (The Scripps Research Institute Molecular Screening Center)

A portion of the library; rates above refer to the full screens.
